Compound activity from PubChem BioAssay.
sEH inhibitor: soluble epoxide hydrolase (human) inhibition; recombinant human sEH enzymatic activity assay; inhibition, % at 2 µM; 0.34% of 91,000 active; AID 707; in the data active = inhibition above about 80%; note: values of inactives mirror those of a sister screen read the other way; many of its hits are not listed in these tables
Target sequence (P34913 whole entry, looked up): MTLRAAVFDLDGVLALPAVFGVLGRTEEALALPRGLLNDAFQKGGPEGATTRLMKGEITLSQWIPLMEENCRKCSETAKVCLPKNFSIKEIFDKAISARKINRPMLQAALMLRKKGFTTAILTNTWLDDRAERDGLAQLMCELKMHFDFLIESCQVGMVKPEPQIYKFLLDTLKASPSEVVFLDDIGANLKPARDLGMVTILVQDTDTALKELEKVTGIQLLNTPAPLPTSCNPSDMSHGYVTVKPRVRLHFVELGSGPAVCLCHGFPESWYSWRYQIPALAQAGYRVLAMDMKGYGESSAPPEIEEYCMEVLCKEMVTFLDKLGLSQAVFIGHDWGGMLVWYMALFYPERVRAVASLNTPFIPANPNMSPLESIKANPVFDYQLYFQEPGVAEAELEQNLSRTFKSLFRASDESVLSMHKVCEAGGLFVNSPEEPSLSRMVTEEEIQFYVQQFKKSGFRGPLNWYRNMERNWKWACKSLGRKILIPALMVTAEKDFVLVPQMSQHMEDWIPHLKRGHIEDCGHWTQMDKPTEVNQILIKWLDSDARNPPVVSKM
PostGolgi ctrl: yeast control strain growth, post-Golgi counter-screen; inhibition, % at 10 µM; efflux-deficient yeast background strain, growth absorbance A615, 16 h; 5% of 98,000 active; AID 738
S1P2 ag: S1P2 (human) receptor agonism; activation, % at 4.5 µM; AID 729; 0.46% of 97,000 active; S1P2-expressing cell line, agonist reporter read-out; in the data active = activation above about 16%;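 note: 0% = vehicle low control and 100% = maximal reference agonist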
Target sequence (O95136 whole entry, looked up): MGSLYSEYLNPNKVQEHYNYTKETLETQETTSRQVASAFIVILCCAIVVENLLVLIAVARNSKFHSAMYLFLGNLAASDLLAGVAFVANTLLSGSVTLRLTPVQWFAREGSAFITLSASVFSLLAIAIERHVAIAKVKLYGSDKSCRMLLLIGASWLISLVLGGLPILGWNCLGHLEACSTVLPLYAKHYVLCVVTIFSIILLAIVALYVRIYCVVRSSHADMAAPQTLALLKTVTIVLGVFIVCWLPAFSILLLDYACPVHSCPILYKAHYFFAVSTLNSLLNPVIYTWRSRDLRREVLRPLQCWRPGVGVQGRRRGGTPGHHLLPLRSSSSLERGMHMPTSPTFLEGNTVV
S1P2 antag: S1P2 (human) receptor antagonism; O95136; cell-based S1P2 antagonist assay, inhibition at 5 uM; inhibition, % at 5 µM; 0.21% of 97,000 active; in the data active = inhibition above about 45%;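 note: CRE beta-lactamase reporter cells expressing human S1P2 stimulated with S1P; 0% = agonist at EC80 alone and 100% = agonist plus reference antagonist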
sEH act: soluble epoxide hydrolase (human) activation; activation, % at 2 µM; purified human sEH enzymatic activity, activator screen; AID 717; 0.04% of 91,000 active; P34913; in the data active = activation above about 37%; note: values of inactives mirror those of a sister screen read the other way
CYP2C19 act: activators of human cytochrome P450 2C19 | recombinant CYP2C19, luciferin-H EGE luminescence; stronger effect = higher value; 0 = fully inhibited enzyme, 1 = untreated enzyme | activation factor at 5 µM | 96,000 tested, under 10 active | P33261;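 active = activation factor of at least 2 at 5 µM in the primary screen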;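 note: 0 = wells with 2.5 mM tranylcypromine and 1 = vehicle-only wells; values of inactives mirror those of a sister screen read the other way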
PostGolgi yeast: growth inhibition of a yeast mutant, post-Golgi transport screen. inhibition, % at 10 µM. 0.9% of 98,000 active. post-Golgi transport phenotypic cell assay;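 note: yeast cells grown in 1536-well plates; yeast grown about 18 h at 30C before absorbance read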
DAT uptake mod: changed human dopamine transporter uptake under cocaine IC80; Q01959; LLC-PK1 hDAT cells, [14C]-dopamine uptake with cocaine IC80; actives deviate in either direction; B-score at 10 µM; 1.3% of 110,000 active;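 active = Z score or B-score, a plate-position-corrected score, falls beyond the plate's 99.7% confidence bounds, in either direction; inactive = both scores lie inside the 99.7% bounds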;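 note: scored against the spread of the other compound wells on the same plate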
CYP2C19 inhib: human CYP2C19 inhibition; inhibition, % at 5 µM; 21% of 96,000 active; AID 778; P33261; CYP2C19 Supersomes, luciferin-H EGE luminescence, 30 min;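 active = CYP2C19 inhibition above a set limit at 5 µM in the primary screen, cut at about 50% in these data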;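 note: plate controls were negative control wells for no effect and 2.5 mM tranylcypromine positive control for full effect; values of inactives mirror those of a sister screen read the other way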
The depositor's hits bear a star; x = not tested or not shown. Cut-off read from the data, not from the text of the source, unless noted: active = inhibition above about 30%; inactive = the rest.

Values in the order – DAT uptake mod	sEH act	PostGolgi ctrl	CYP2C19 inhib	sEH inhibitor	PostGolgi yeast	S1P2 antag	CYP2C19 act	S1P2 ag
> Cc1cc2c(=O)n(Cc3ccco3)c(SCC(=O)NCc3ccco3)nc2s1
→ 0.84	-1	3	1	1	4	4	1	0
> Cc1ccc(C)c(NC(=O)c2ccc(N(C)S(C)(=O)=O)cc2)c1
→ 0.76	8	-13	14	-6	10	-8	0.9	-3
> CCOC(=O)CNC(=O)CSc1nc2nc(C)c(Br)cc2[nH]1
→ 0.017	-2	8	60*	4	0	6	0.4	-9
> CC(=O)N1CCc2c(sc(NC(=O)c3ccc4c(c3)OCCO4)c2C#N)C1
→ 0.011	x	5	8	x	4	x	0.9	x
> CCOC(=O)c1cnc(-n2nc(C)cc2C)nc1N1CC(C)OC(C)C1 (centres undefined)
→ -0.14	4	x	x	-6	x	10	x	-11
> Cc1cc(C(=O)CN2C(=O)c3cccc(N)c3C2=O)c(C)n1Cc1cccs1
→ -1.5	14	13	91*	-13	-6	0	0.1	9
> Cc1cc(C(=O)N2CCN(C/C=C/c3ccccc3)CC2)no1
→ -0.55	14	-13	-3	-9	-3	-2	1	-3
> Cc1ccc(C(=O)Cn2c(C)cc(C)c(C#N)c2=O)cc1
→ -1.1	-2	24	3	2	0	-14	1	-7
> C[N+](C)(C)CCCC(=O)c1ccc2c(c1)OCO2
→ 0.54	-2	2	9	5	-4	-12	0.9	-4
> CCOC(=O)c1nn(-c2ccc(F)cc2)c(-c2ccccc2)c1C(=O)c1ccccc1
→ -1.3	5	22	1	-8	4	1	1	-1
> CC1CCCC(NC(=O)COC(=O)c2ccc(S(=O)(=O)N3CCOCC3)cc2)C1C (centres undefined)
→ -0.0096	-80	-9	9	80	-1	1	0.9	-8
> CCc1nnc(SCc2cn3c(C)cc(C)nc3n2)n1N
→ -0.6	-1	0	-20	0	12	16	1.2	-6
> CCOC(=O)/C(C#N)=C/c1ccc(OCC(=O)Nc2cc(C)ccc2C)c(OC)c1
→ 0.82	-12	-1	29	12	-6	-4	0.7	-9
> O=c1c2[nH]c3ccccc3c2ncn1Cc1ccccn1
→ 0.0029	-10	0	43	10	-6	8	0.6	0
> Cc1ccc(OCc2nnc(SCC(=O)Nc3sc(C)c(C)c3C#N)n2C)cc1
→ -2.1	x	-3	1	x	-5	x	1	x
> O=c1[nH][nH]c(-c2ccccc2)c1C=Nc1ccccc1Cl
→ -0.95	-11	-4	88*	11	25	-16	0.1	-1
> CC(C)N1CC(C(=O)O)CC1=O (centres undefined)
→ 0.38	15	1	1	-15	9	-19	1	-1
> CN(C)CC(O)COc1cccc(OCC(O)CN(C)C)c1 (centres undefined)
→ x	x	22	-16	x	-6	18	1.2	-3
> c1ccc(CNCc2ccc3c(c2)OCO3)nc1
→ -0.34	-8	x	x	8	x	-14	x	-5
> O=C(N/C=C\c1ccccc1)NCc1ccc(Cl)cc1
→ -0.15	-48	1	27	47	1	19	0.7	-3
> OC(CNCC1CCCO1)Cn1c2ccc(Br)cc2c2cc(Br)ccc21 (centres undefined)
→ -0.35	-7	x	x	10	x	-1	x	-10
> CCCOc1ccccc1C1CC(=O)Nc2cc3c(cc21)OCCO3 (centres undefined)
→ x	-6	26	x	5	-2	-19	x	-8
> O=C(NC1CCCCC1)n1c(=O)oc2ccc(Cl)cc21
→ -0.82	-58	-2	13	60	3	-1	0.9	-8
> Cc1cc(-c2ccccc2)n2nc(C)c(C#N)c2n1
→ 1	2	4	22	-4	12	-11	0.8	-2
> Cn1cc(C(=O)NC2CCCCCCC2)c(=O)c2cc(S(=O)(=O)N3CCCC3)ccc21
→ 1.7	x	17	6	x	-6	x	0.9	x
> Cc1ccc2cc3cc(C(=O)N4CCN(Cc5ccccc5)CC4)sc3nc2c1
→ 2.4	12	13	38	-17	x	-15	0.6	-5
> CCCCCCc1nc2ccccc2c(=O)n1N
→ 0.15	x	3	35	x	22	1	0.7	-3
> CCc1ccc(C2(O)CC(C(F)(F)F)=NN2C(=O)Cc2ccc([N+](=O)[O-])cc2)cc1 (centres undefined)
→ -0.91	6	x	x	-7	x	-15	x	-3
> Cc1nc(CNS(=O)(=O)c2ccc3c(c2)CCCC3)cs1
→ 0.3	x	1	39	x	2	x	0.6	x
> CCOc1ccc(C(=O)N2CCN(C(=O)c3ccco3)CC2)cc1OCC
→ 0.14	-9	4	-8	9	-7	9	1.1	-2

Single records, as listed above.
`O=c1[nH][nH]c(-c2ccccc2)c1C=Nc1ccccc1Cl` across the screens: DAT uptake mod: -0.95; sEH act: -11; PostGolgi ctrl: -4; CYP2C19 inhib: 88*; sEH inhibitor: 11; PostGolgi yeast: 25; S1P2 antag: -16; CYP2C19 act: 0.1; S1P2 ag: -1
`O=C(N/C=C\c1ccccc1)NCc1ccc(Cl)cc1` across the screens: DAT uptake mod: -0.15; sEH act: -48; PostGolgi ctrl: 1; CYP2C19 inhib: 27; sEH inhibitor: 47; PostGolgi yeast: 1; S1P2 antag: 19; CYP2C19 act: 0.7; S1P2 ag: -3

(listing goes on)
Values in the order – DAT uptake mod	sEH act	PostGolgi ctrl	CYP2C19 inhib	sEH inhibitor	PostGolgi yeast	S1P2 antag	CYP2C19 act	S1P2 ag
> CCOC(=O)c1[nH]c(C)c(C(=O)OCc2c(C)noc2C)c1C
→ -0.37	-9	19	33	12	1	-27	0.7	0
> CCCCCCCC1CC(CSC(=N)N)OC1=O (centres undefined)
→ 0.33	-1	8	40	-3	1	8	0.6	-3
> FC(F)(F)c1ccc(Sc2nnc(-c3cccs3)n2CC2CCCO2)nc1 (centres undefined)
→ 2.7	11	7	91*	-11	3	-15	0.1	-8
> O=C(NCCc1ccc2c(c1)OCCO2)c1cc2ccccc2o1
→ -0.0035	-4	5	41	3	-9	24	0.6	-3
> CCc1n[nH]c2c1C(=O)CC(C)(C)C2
→ -0.87	3	23	12	-3	11	-19	0.9	-1
> COCCSc1ccccc1C(=O)Nc1cccnc1
→ -2	5	6	8	-2	-10	-3	0.9	-5
> Cn1c(=O)[nH]c(=O)c2c1nc(SCC(=O)O)n2CCc1ccccc1
→ 0.5	8	7	-3	-10	14	-8	1	-5
> COc1ccccc1C(c1nnnn1CCc1ccccc1)N1CCCCCC1 (centres undefined)
→ -0.95	3	3	15	-1	-3	-17	0.8	-2
> CCCCN(C)C(=O)c1ccc2c(c1)N(CC)C(=O)c1ccccc1S2(=O)=O
→ 1.2	x	0	22	x	8	x	0.8	x
> O=c1c2c3c(sc2nc2n1CCCCC2)CCCCC3
→ -0.81	x	21	18	x	-31	-5	0.8	-2
> Cc1ccc(C(CC(=O)NCc2ccco2)c2ccc(OC(C)C)cc2)cc1 (centres undefined)
→ 0.41	11	x	x	-10	x	20	x	-8
> O=C(Nc1ccccc1)c1[nH]ncc1[N+](=O)[O-]
→ -0.26	-1	6	6	3	3	-6	0.9	-1
> Cc1nnc(SCC(=O)Nc2nc(C(C)(C)C)cs2)s1
→ 0.77	-10	0	32	13	-2	4	0.7	-7
> Cc1ccsc1C(=O)Nc1nnc(-c2ccco2)o1
→ 0.4	-3	3	0	1	5	5	1	-3
> CCCC(=O)NC(C)c1nc2ccccc2n1C (centres undefined)
→ 1.6	-6	7	2	9	5	-9	1	-14
> Cc1noc2ncnc(Sc3ccccc3Cl)c12
→ -0.016	4	15	100*	-3	8	55*	0	-8
> CCN(CC)CCNC(=O)c1ccccc1N
→ -2.6	8	10	67*	-4	2	1	0.3	-7
> CC(=O)c1cccc(NC(=O)NCc2cccnc2)c1
→ 0.56	0	1	25	-2	-4	5	0.8	-4
> COc1ccc(C2=NOC(C(=O)NCc3ccc(F)cc3)C2)cc1OC (centres undefined)
→ x	7	4	46	-7	3	-14	0.5	2
> O=C(CS(=O)(=O)c1ccccc1)c1ccc2c(c1)OCCO2
→ -0.38	5	23	70*	-4	4	15	0.3	-2
> Cc1cc(Cl)c(S(=O)(=O)NC2CCCC2)cc1OCC(=O)NC1CCCCC1
→ -1.1	-4	11	52*	6	4	8	0.5	-5
> CC(NC(=O)Nc1nnc(C(F)(F)F)s1)(C(F)(F)F)C(F)(F)F
→ -0.039	-1	16	6	1	4	25	0.9	-2
> CC1(C)CC(=O)c2cc(C(=O)N3CCCCC3)c(=O)n(-c3ccc(Cl)cc3)c2C1
→ x	5	x	x	-6	x	4	x	-4
> CCCS/C(N)=N/N=C/c1ccccc1O
→ 1.2	10	14	79*	-10	-9	-19	0.2	-2
> CN(Cc1ccccc1)c1oc(COc2ccccc2F)nc1C#N
→ 0.52	x	16	100*	x	-5	-8	0	11
> COc1ccc(NC(=O)CCc2ccccc2)cc1NC(=O)c1ccco1
→ 0.64	-6	2	62*	4	3	9	0.4	-8
> COc1ccc(Cc2nc(C(=O)Nc3ccc(F)cc3)cs2)cc1
→ 0.34	0	25	89*	-2	-5	0	0.1	-6
> COC(=O)c1sc2nc(CSc3nc4ccc(C)cc4[nH]3)[nH]c(=O)c2c1C
→ -0.29	-1	-7	9	-5	-5	-12	0.9	-1
> Cc1cc(N2CCN(c3cccc(C(F)(F)F)c3)CC2)n2nc(C)nc2n1
→ 0.34	x	24	-5	x	1	x	1	x
> Cc1nc2sc(C(c3cccc(F)c3)N3CCC(O)CC3)c(O)n2n1 (centres undefined)
→ -1.2	-15	17	0	18	7	10	1	-7

Values in the order – DAT uptake mod	sEH act	PostGolgi ctrl	CYP2C19 inhib	sEH inhibitor	PostGolgi yeast	S1P2 antag	CYP2C19 act	S1P2 ag
> COC(=O)CN1C(=O)C(O)=C(C(C)=O)C1c1ccc([N+](=O)[O-])cc1 (centres undefined)
→ -0.31	-12	-7	-15	9	3	-11	1.1	-2
> O=C(Nc1ccc(S(=O)(=O)N2CCN(Cc3ccccc3)CC2)cc1)c1cnccn1
→ -0.67	-1	1	29	2	0	34	0.7	-2
> COc1ccc(C(=O)Nc2ccccc2N2CCN(C(=O)C(C)C)CC2)cc1Cl
→ 1.2	-2	15	x	7	3	-11	x	-1
> COc1ccc(/C=N/NC(=O)c2ccccc2Cl)cc1CSc1nc2ccccc2s1
→ -0.38	-6	24	51*	7	-2	4	0.5	2
> O=[N+]([O-])c1ccc(N2CCN(S(=O)(=O)c3ccc(Cl)cc3)CC2)cc1NCC1CCCO1 (centres undefined)
→ 0.15	20	1	48	-22	-5	-5	0.5	-9
> CCCCNC(=O)C1C2C=CC3(CN(Cc4ccc(C)cc4)C(=O)C13)O2 (centres undefined)
→ -1.2	x	4	-5	x	5	17	1.1	-1
> C=C(C)CSc1nnc([C@H](CCSC)NC(=O)OC(C)(C)C)o1
→ 0.23	-10	1	21	7	2	1	0.8	-1
> O=c1c2[nH]c3ccccc3c2ncn1Cc1ccncc1
→ -0.0055	19	10	38	-20	-4	8	0.6	-3
> CCOC(=O)Cn1c(=O)oc2cc(S(=O)(=O)Nc3cc(OCC)ccc3OCC)ccc21
→ -0.68	-12	22	73*	10	-2	25	0.3	-6

An unsorted share of the library; 24% or so of the library scored in one or more.
